Source: PubChem BioAssay
GALR2 blocker = GALR2 antagonists in receptor-expressing cells, primary screen. antagonist mode. inhibition, % at 4 µM. 0.39% of 140,000 active; in the data active means inhibition above about 27%;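 further: cells stimulated with galanin 1-16 at roughly its EC80; 0% = agonist challenge control and 100% = basal control without agonist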
Target sequence (O43603 whole entry, looked up): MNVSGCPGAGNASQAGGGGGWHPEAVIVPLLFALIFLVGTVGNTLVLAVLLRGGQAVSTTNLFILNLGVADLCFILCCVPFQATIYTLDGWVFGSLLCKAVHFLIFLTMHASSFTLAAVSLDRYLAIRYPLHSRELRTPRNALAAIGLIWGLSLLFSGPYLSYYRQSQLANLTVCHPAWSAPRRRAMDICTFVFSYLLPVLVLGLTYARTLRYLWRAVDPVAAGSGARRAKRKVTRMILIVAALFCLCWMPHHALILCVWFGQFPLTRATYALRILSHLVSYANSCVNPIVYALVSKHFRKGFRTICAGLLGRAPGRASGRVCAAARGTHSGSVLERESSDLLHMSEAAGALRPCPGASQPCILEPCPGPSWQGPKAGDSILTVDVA
PTEN del growth = growth suppression of PTEN-null HCT116, primary screen, cell-based, CellTiter-Glo; 1.2% of 140,000 active; viability, % at 10 µM; HCT116 PTEN-null viability, 60 h; stronger effect = lower value;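 active means viability at or below a set limit, 4 SD under the median of all tested compounds, cut at about 3.7% in these data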;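 further: PTEN knockout HCT116 line with beta catenin targeted HCT116 as companion control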
Yeast growth inh = growth inhibitors of yeast BB579 in restrictive medium, primary screen, yeast lifespan-shortening project, S. cerevisiae. OD615, 48 h. inhibition, % at 10 µM. 0.51% of 140,000 active. AID 804, 2007;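 active means inhibition above a set limit, 3 SD over the mean compound inhibition, cut at about 44% in these data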; further: inactives centre near -24
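Test system: S. cerevisiae DeaD strain BB579 yeast; Medium: restrictive CSMM-D medium; Compound: one dose, 10 µM compound with 0.25% DMSO; Incubation: 4 h cell preincubation, 48 h compound exposure, 30 °C humidified; Signal: OD at 615 nm; Benchmarks: amphotericin B at 10 µg/mL as positive control.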
MRP1 act = H69AR viability gain despite doxorubicin, primary screen, MRP-1 activator project, H69AR cells, CellTiter-Glo; 0.61% of 140,000 active; AID 799, 2007; viability rescue; viability increase, % at 10 µM;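 active means viability gain under doxorubicin at or above a set limit, the compound median plus 3 SD, cut at about 4.7% in these data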;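 further: MRP-1 overexpressing cells given doxorubicin 25 µM after compound pretreatment; 18-22 h compound pretreatment then 72 h with doxorubicin before readout; 0% = doxorubicin-only wells and 100% = vehicle-treated cells without doxorubicin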
Phagocyt inh = inhibitors of macrophage phagocytosis, primary screen, imaging, J774A.1 cells, IgG beads. inhibition, % at 5 µM. J774A.1 macrophage IgG-bead phagocytosis. 0.07% of 110,000 active;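 active means inhibition above the mean of the plate negative controls plus 5 SD, cut at about 13% in these data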;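 further: phagocytic index as fraction of beads internalized from green versus red external bead signal; plate controls were DMSO negative control for no effect and cytochalasin-D positive control for full effect; some results beyond the cut were filed as inactive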
E-sel TNF inh = E-selectin induction blockers in HUVEC – imaging, immunofluorescence, high content, primary screen | inhibition, % at 2 µM | HUVEC TNFa-induced E-selectin immunofluorescence | AID 1246, 2008 | 0.71% of 120,000 active;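 active means inhibition above the batch mean plus 3 SD, and confirmed as a hit on visual image review, cut at about 43% in these data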;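 further: 0% = TNF-stimulated DMSO wells and 100% = unstimulated control wells; not every result past the cut was called active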
Measles CPE = compounds protecting cells from measles virus cytopathic effect, primary screen, measles RdRp inhibitor project, single point, MLSMR library, absorbance; Measles virus-infected cells, CPE protection; protection (pct of control), % at 4 µM; 1.5% of 140,000 active; AID 841, 2007; in the data active means protection mostly above about 24%, no sharp cut-off; inactive means mostly below about 26%; further: some compounds called inactive have numbers as strong as hits
HCT116 bCat-KO = primary screen for growth suppressors in beta-catenin knockout HCT116 cells (colon tumor, human). HCT116 beta-catenin knockout viability, CellTiter-Glo, 60 h; stronger effect = lower value. viability, % at 10 µM. 1.5% of 140,000 active. AID 818, 2007;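 active means viability at or under a set limit, the compound median less 4 SD, cut at about 6% in these data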;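 further: 0% = Hyamine 1622 control at 20 µM and 100% = untreated cell control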
NPY-Y2 antag = NPY-Y2 receptor antagonists, primary screen, cell-based | Neuropeptide Y receptor type 2 (Homo sapiens), P49146 | NPY-Y2 expressing cells, antagonist mode | inhibition, % at 2.7 µM | 0.99% of 140,000 active | AID 793, 2007; in the data active means inhibition above about 17%;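 further: 0% = vehicle with agonist challenge and 100% = reference antagonist with challenge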
Target sequence (P49146 whole entry, looked up): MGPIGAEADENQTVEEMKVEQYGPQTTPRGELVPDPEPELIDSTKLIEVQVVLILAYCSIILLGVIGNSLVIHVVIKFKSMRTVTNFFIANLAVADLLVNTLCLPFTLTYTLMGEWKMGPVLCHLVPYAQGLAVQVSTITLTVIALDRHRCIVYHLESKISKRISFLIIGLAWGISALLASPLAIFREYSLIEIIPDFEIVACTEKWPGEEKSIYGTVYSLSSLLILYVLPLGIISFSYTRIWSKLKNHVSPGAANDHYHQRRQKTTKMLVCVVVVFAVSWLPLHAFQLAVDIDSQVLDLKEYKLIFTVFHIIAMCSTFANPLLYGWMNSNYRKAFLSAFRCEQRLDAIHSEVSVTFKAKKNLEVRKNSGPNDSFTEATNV
Yeast lifespan up = compounds extending yeast replicative lifespan, primary screen, S. cerevisiae, OD615. S. cerevisiae growth with nicotinamide; deaD strain in restrictive glucose medium. inhibition of the nicotinamide effect, % at 10 µM. 0.68% of 130,000 active. AID 775, 2007;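 active means inhibition above a set limit, placed 3 SD over the median of all compounds, cut at about 26% in these data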;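 further: 0% = nicotinamide-treated wells and 100% = cells grown without nicotinamide; some compounds called inactive have numbers as strong as hits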
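Assay system: engineered S. cerevisiae DeaD replicative-lifespan strain, galactose-grown log-phase cells; Buffer or medium: CSMM-D glucose medium, restrictive; Probe or stimulus: nicotinamide 1.5 mM; Compound: single dose 10 µM compound, 0.25% DMSO; Schedule: 4 h preincubation then 48 h treatment at 30 °C; Technique: OD615 measurement.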
The depositor's hits bear a star; · = no result given.

SMILES,GALR2 blocker,PTEN del growth,Yeast growth inh,MRP1 act,Phagocyt inh,E-sel TNF inh,Measles CPE,HCT116 bCat-KO,NPY-Y2 antag,Yeast lifespan up
Cc1nn(C)c(C)c1/C=N/O,-8,96,-31,-0.5,-1,-15,2,97,-1,-6
CCN(CCNC(=O)CCCn1nc(C)n2c(cc3sccc32)c1=O)c1ccccc1,4,82,20,-0.1,0,-5,2,87,5,-8
COc1ccc(/C=C2\CCc3ccccc3C2=O)cc1OC,2,8,-9,-6.2,-1,23,4,7,4,-20
COc1cc(C)ccc1OCCCCOc1ccccc1C(C)=O,3,51,-19,-1.2,-2,·,6,50,16,-7
COc1ccc2nc3c(cc2c1)c(NC(=O)c1cccs1)nn3CC(C)C,-5,7,-31,-4.3,0,·,2,14,-4,-23
CN(c1ccc(C(=O)NC2CC2)cc1)S(=O)(=O)c1ccccc1,11,88,-9,-0.9,0,-39,20,90,1,-13
Cn1c(CC(=O)Nc2ccc(Cl)c(Cl)c2)nnc1SCC(=O)Nc1nccs1,-7,89,-37,-0.3,-1,-2,4,98,0,-8
N#CC1=C(N)Nc2ncnn2C1c1ccccc1 (centres undefined),-1,99,-15,-1.4,-2,·,3,92,2,0
O=C(NCCCN1CCC(Cc2ccccc2)CC1)C1CC(=O)N(C2CCCCCC2)C1 (centres undefined),-8,78,-17,-4.3,0,-7,14,72,4,1
COc1cc(NC(=O)COC(=O)CNC(=O)c2ccc(Cl)cc2)c(C)cc1[N+](=O)[O-],4,98,-30,-1.8,2,·,10,104,0,4
CC(/C=N/NC(=O)Cc1cccs1)=C\c1ccco1,-2,62,-49,-1.2,·,-40,14,48,5,-15
COc1ccc(-c2nnc(-c3cc(OC)c(OC)c(OC)c3)o2)cc1OC,21,77,-13,-2.7,·,4,18,70,3,·
Cc1cc(NC(=O)c2cc(-c3ccc(C)c(C)c3)nc3ccccc23)no1,0,66,-42,-3.6,-1,-4,23,77,8,-2
CCCCC(=O)Nc1nnc(-c2ccc(OC)cc2)s1,14,95,-29,-1.2,·,-10,42,86,0,·
COc1ccc(Cc2nc3ccc(S(=O)(=O)N4CCOCC4)cc3[nH]2)cc1,9,98,0,-1.6,·,16,3,90,1,-5
CCOc1cc(C(=O)NCC2CCCO2)cc(OCC)c1OCC (centres undefined),4,98,-11,-2.6,0,-22,17,106,0,-3
CC(C)OCCCNc1ncc2c(n1)CC(c1ccc(N(C)C)cc1)CC2=O (centres undefined),-6,84,3,-2.3,1,-22,20,75,-1,-8
COc1ccc(C(=O)c2sc(NC(C)C)nc2N)cc1OC,2,59,-9,-3.3,-4,·,3,70,6,-8
OC1(c2ccc(F)cc2)CCN(Cc2ccccc2)C1 (centres undefined),19,94,-92,-1.4,-1,-4,7,102,0,11
ON=Cc1cccn1-c1ccccc1,5,101,-19,-1.4,-1,53,9,104,-1,8
CC(=O)NC(Cc1ccc(F)cc1)C(=O)N1CCN(C(=O)NCc2ccccc2)CC1 (centres undefined),-8,106,-42,-1.2,·,-6,45,97,3,-3
c1ccc(C2OCC3(CO2)COC(c2ccccc2)OC3)cc1 (centres undefined),10,90,11,2.5,·,45,4,100,0,-9
COCCNC(=O)c1ccccc1NC(=O)c1cc(OC)cc(OC)c1,-6,96,-38,-2.0,-3,·,3,94,1,-2
COc1ccc(OC)c(NC(=O)Cn2c(=O)n(CC(=O)NCc3ccco3)c(=O)c3ccccc32)c1,0,104,-23,-2.4,-1,4,8,93,3,-5
Cc1nc(Cl)sc1C(=O)Nc1cccc2ccccc12,19,46,-3,-3.1,0,·,2,36,1,-3
CCCCCNC(=O)c1ccccc1SC,5,95,-19,-2.5,1,-1,23,93,1,-16
COc1ccccc1N1CCN(CCCCOc2ccc(F)cc2)CC1,2,55,-10,-4.1,·,-24,8,53,8,-7
CCN(c1ccccc1)S(=O)(=O)c1cccc(C(=O)O)c1,2,106,-31,-0.1,3,31,3,101,3,16
COc1ccc(S(=O)(=O)NC2CCCC2)cc1Br,-9,100,-11,-0.3,1,7,0,95,1,-1
Cc1ccc(-c2noc(CSc3nnc(Cc4ccccc4)n3-c3cccc(C)c3)n2)cc1,-12,66,-44,-4.2,-3,-16,19,66,12,3

5 of the entries above in order of their number in Measles CPE, low to high.
SMILES	GALR2 blocker	Phagocyt inh	E-sel TNF inh	Measles CPE	NPY-Y2 antag	Yeast lifespan up
COCCNC(=O)c1ccccc1NC(=O)c1cc(OC)cc(OC)c1	-6	-3	·	3	1	-2
O=C(NCCCN1CCC(Cc2ccccc2)CC1)C1CC(=O)N(C2CCCCCC2)C1 (centres undefined)	-8	0	-7	14	4	1
Cc1ccc(-c2noc(CSc3nnc(Cc4ccccc4)n3-c3cccc(C)c3)n2)cc1	-12	-3	-16	19	12	3
CC(C)OCCCNc1ncc2c(n1)CC(c1ccc(N(C)C)cc1)CC2=O (centres undefined)	-6	1	-22	20	-1	-8
Cc1cc(NC(=O)c2cc(-c3ccc(C)c(C)c3)nc3ccccc23)no1	0	-1	-4	23	8	-2

(more compounds)
SMILES,GALR2 blocker,PTEN del growth,Yeast growth inh,MRP1 act,Phagocyt inh,E-sel TNF inh,Measles CPE,HCT116 bCat-KO,NPY-Y2 antag,Yeast lifespan up
CCOC(=O)/C(C(N)=NCc1ccco1)=C(/O)c1ccccc1,-9,88,1,-0.6,0,-32,9,91,3,-12
O=C(O)/C=C/c1ccc(O)c(O)c1,2,72,-1,-0.5,·,·,4,59,1,2
CCN1CCN(Cc2c(C)[nH]c3ccc(OC)cc3c2=O)CC1,-14,91,3,-2.5,·,-11,3,102,-1,0
NC(=O)COC(=O)c1cc(S(=O)(=O)N2CCOCC2)ccc1N1CCCCC1,8,90,1,-0.5,0,·,17,86,0,-6
O=C(CN1C2=NCCCN2c2ccccc21)c1ccc(Cl)cc1Cl,4,37,10,-4.3,·,5,3,46,11,-3
CCOC(=O)N1CCC(N2CCN(S(=O)(=O)c3ccc4ccccc4c3)CC2)CC1,0,80,-27,-0.1,0,-22,4,78,0,-1
Cc1nn2c(=O)c(NC(=O)c3ccc(F)cc3)cnc2s1,-2,87,-23,-0.8,-2,0,17,94,6,-6
COC(=O)N1CCN(c2ccc(OC)cc2)CC1,-4,90,29,-0.1,1,-2,3,97,1,-12
O=C(Nc1ccccn1)c1cccs1,-1,103,-33,-1.4,0,1,8,103,2,-23
COc1ccc(S(=O)(=O)n2ccc(-c3cnc(-c4ccccc4)s3)n2)cc1,-4,70,-40,0.9,·,26,5,68,4,-9
O=C(Nc1ccc(Cl)c(Cl)c1)Nc1ccc(Br)cc1F,1,4,-49,-5.0,·,·,10,4.9*,-1,-3
CNC(=O)CSc1nnnn1-c1cc(C)ccc1C,1,101,-39,-1.3,·,16,19,87,2,·
CCCCNc1nc(-c2ccccc2)c(C(=O)OCC)cc1C#N,-4,26,-84,-4.6,·,28,5,21,6,-8
O=C1NC2(CCCCC2)N=C1c1ccc(F)cc1,2,108,-52,0.9,0,5,6,95,0,-7

For reference, 6 of the compounds above:
SMILES,GALR2 blocker,PTEN del growth,Yeast growth inh,MRP1 act,Phagocyt inh,E-sel TNF inh,Measles CPE,HCT116 bCat-KO,NPY-Y2 antag,Yeast lifespan up
O=C(Nc1ccccn1)c1cccs1,-1,103,-33,-1.4,0,1,8,103,2,-23
COc1ccc(S(=O)(=O)n2ccc(-c3cnc(-c4ccccc4)s3)n2)cc1,-4,70,-40,0.9,·,26,5,68,4,-9
O=C(Nc1ccc(Cl)c(Cl)c1)Nc1ccc(Br)cc1F,1,4,-49,-5.0,·,·,10,4.9*,-1,-3
CNC(=O)CSc1nnnn1-c1cc(C)ccc1C,1,101,-39,-1.3,·,16,19,87,2,·
CCCCNc1nc(-c2ccccc2)c(C(=O)OCC)cc1C#N,-4,26,-84,-4.6,·,28,5,21,6,-8
O=C1NC2(CCCCC2)N=C1c1ccc(F)cc1,2,108,-52,0.9,0,5,6,95,0,-7
